PglD DTNB: blocks C. jejuni PglD acetyltransferase activity. purified PglD enzyme, DTNB colorimetric CoA detection. inhibition, % at 12.5 µM. hit rate 0.098% among 360,000. AID 602405; in the data active = inhibition above about 16%, passing the limit was not always enough; also: strong numbers were not always called active
Statin myotox sup: suppressors of simvastatin-induced myotoxicity in C2C12 myotubes; ATP luminescence, 48 h; scaled: DMSO 0, geranylgeraniol control 100; rescue of ATP level, % at 7.49 µM; hit rate 0.78% among 330,000;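 active = mean ATP rescue above about 67%, or every replicate alone reaching that limit, limit read from the data, passing the limit was not always enough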;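 also: myotubes were challenged with 10 µM simvastatin during compound exposure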
* marks the source's active call; other numbers are inactive results. The list is partial, so the mix of outcomes need not match the whole.

molecule	PglD DTNB	Statin myotox sup
OCCn1c(CSc2nc3ccccc3n2CCO)nc2ccccc21	-0.8	7.5
Cc1ccc(-c2nc(C#N)c(NCCN3CCCCC3)o2)cc1	-2.8	-8.0
O=C(N[C@H]1C/C=C\C[C@H](CC(=O)N(CCO)Cc2ccccc2)C(=O)N[C@@H](c2ccccc2)COC1=O)OCC1c2ccccc2-c2ccccc21	-1.5	-21.7
O=C(O)CC(C(=O)Nc1cccc(C(F)(F)F)c1)C1CCCO1 (stereo unspecified)	0.3	3.7
COc1cc(C(=O)N(Cc2cc3ccccc3[nH]c2=O)CC2CCCO2)cc(OC)c1OC (stereo unspecified)	0.3	3.2
CCOc1ccc(S(=O)(=O)NCc2ccc(F)cc2)c2cccnc12	-3.4	0.3
CCOc1nc(N(C)C)nc(-n2nnc(C(C)=O)c2C)n1	-0.4	-10.8
CC1(C)CC(=O)C/C(=N\NC(=O)Cc2ccccc2)C1	-1.2	-4.2
Cc1ccc(-n2ncc3c(=O)[nH]cnc32)c(C)c1	3.8	5.5
CCc1ccc(C(=O)CC2(O)C(=O)N(CN3CCOCC3)c3ccccc32)cc1 (stereo unspecified)	6.4	8.7

New compounds follow:
molecule	PglD DTNB	Statin myotox sup
CCCOC(=O)C(C)n1c(-c2ccccc2)nc2ccccc2c1=O (stereo unspecified)	4.5	-8.1
CCOC(=O)Cn1cnc2c(C#N)c3n(c2c1=O)CCCCC3	-9.0	-0.9
Cc1ccc(OC(C)C(=O)O)cc1C (stereo unspecified)	-1.0	1.8
CCCCNC(=O)NNC(=O)c1ccoc1C	2.8	7.7
CCN(CC)c1ccc(C(=S)N2CCN(c3ccccc3)CC2)cc1	-3.4	79.8*
O=C(Cc1ccccc1)NCC(=O)OCC(=O)c1cccs1	-1.3	11.7
O=[N+]([O-])c1ccc(C2CCCC/C2=N/OCc2ccc(F)cc2)c([N+](=O)[O-])c1 (stereo unspecified)	-3.8	-13.9
COc1ccc(C2CC(=O)C(C=NCCCN3CCOCC3)=C(O)C2)cc1 (stereo unspecified)	0.5	8.4
Cc1ccccc1Cn1c(=O)n(CCCC(=O)NCc2ccco2)c(=O)c2ccccc21	-7.4	61.8
CN1C(=O)c2ccccc2C(C(=O)NCCCN2CCCC2)C1c1c[nH]c2ccccc12 (stereo unspecified)	5.1	2.8

Next part.
molecule	PglD DTNB	Statin myotox sup
CCOC(=O)c1cnc2c(C)c(-c3ccccc3)[nH]n2c1=O	0.7	15.2
O=C(NCCN1CCOCC1)c1ccncc1	3.1	3.4
CCOC(=O)c1c(-c2ccc(C)o2)csc1NC(=O)CSc1nnnn1-c1ccccc1	-1.1	-2.3
COc1cccc(OC)c1OCCOc1ccccc1OC(C)C	4.2	4.7
CCCS(=O)(=O)N1CCCC(C(=O)NCCCN(C)Cc2ccccc2)C1 (stereo unspecified)	6.4	-8.9
O=C(COC(=O)c1cccc(Oc2ccccc2)c1)NCc1ccco1	3.8	3.8
Cc1ccc(-c2nnnn2CS(=O)(=O)c2ccccc2)cc1	3.0	22.0
COc1ccc(OCCOCC(O)CN2CCOCC2)cc1 (stereo unspecified)	-2.9	9.8
O=C(CN(c1ccc(F)cc1)S(=O)(=O)c1ccc2c(c1)OCCO2)NCc1ccncc1	-3.6	6.2
CCOC(=O)C1C(=O)C=C(N2CCOCC2)CC1c1cccc(OC)c1 (stereo unspecified)	-3.0	-20.4

Continuation.
molecule	PglD DTNB	Statin myotox sup
CCOC(=O)c1oc2ccccc2c1CSc1nnc(-c2ccco2)o1	-5.2	-14.2
COC(=O)N/N=C(\C)c1ccccc1Br	1.3	-3.5
CCOC(=O)C1CCCN(S(=O)(=O)c2cccc3cccnc23)C1 (stereo unspecified)	3.2	-2.1
CC#CCCCC(=O)Nc1ccccc1C(=O)O	5.2	22.4
CCNS(=O)(=O)c1ccc(C(=O)Nc2ccccc2)cc1	-2.8	13.0
COc1cccc(C2C(C(=O)c3sc(C)nc3C)=C(O)C(=O)N2CCN2CCOCC2)c1OC (stereo unspecified)	-1.3	-1.1
O=C(c1ccccc1)C1CN(c2ccccc2)CC1c1ccc(Cl)cc1 (stereo unspecified)	-20.9	36.2
CC(C)Oc1ccc(C(=O)CCN2CCCCC2)cc1	10.6	-5.8
O=C(CSc1nnc(-c2cccnc2)n1-c1ccccc1)N1CCN(c2ccc(F)cc2)CC1	-4.6	-6.7
CCOC(=O)c1ccc(NC(=O)CSc2nnc(-c3ccncc3)n2C)cc1	-8.1	9.6

Taken from the entries so far, 25 compounds:
molecule	PglD DTNB	Statin myotox sup
O=C(Cc1ccccc1)NCC(=O)OCC(=O)c1cccs1	-1.3	11.7
O=[N+]([O-])c1ccc(C2CCCC/C2=N/OCc2ccc(F)cc2)c([N+](=O)[O-])c1 (stereo unspecified)	-3.8	-13.9
COc1ccc(C2CC(=O)C(C=NCCCN3CCOCC3)=C(O)C2)cc1 (stereo unspecified)	0.5	8.4
Cc1ccccc1Cn1c(=O)n(CCCC(=O)NCc2ccco2)c(=O)c2ccccc21	-7.4	61.8
CN1C(=O)c2ccccc2C(C(=O)NCCCN2CCCC2)C1c1c[nH]c2ccccc12 (stereo unspecified)	5.1	2.8
CCOC(=O)c1cnc2c(C)c(-c3ccccc3)[nH]n2c1=O	0.7	15.2
O=C(NCCN1CCOCC1)c1ccncc1	3.1	3.4
CCOC(=O)c1c(-c2ccc(C)o2)csc1NC(=O)CSc1nnnn1-c1ccccc1	-1.1	-2.3
COc1cccc(OC)c1OCCOc1ccccc1OC(C)C	4.2	4.7
CCCS(=O)(=O)N1CCCC(C(=O)NCCCN(C)Cc2ccccc2)C1 (stereo unspecified)	6.4	-8.9
O=C(COC(=O)c1cccc(Oc2ccccc2)c1)NCc1ccco1	3.8	3.8
Cc1ccc(-c2nnnn2CS(=O)(=O)c2ccccc2)cc1	3.0	22.0
COc1ccc(OCCOCC(O)CN2CCOCC2)cc1 (stereo unspecified)	-2.9	9.8
O=C(CN(c1ccc(F)cc1)S(=O)(=O)c1ccc2c(c1)OCCO2)NCc1ccncc1	-3.6	6.2
CCOC(=O)C1C(=O)C=C(N2CCOCC2)CC1c1cccc(OC)c1 (stereo unspecified)	-3.0	-20.4
CCOC(=O)c1oc2ccccc2c1CSc1nnc(-c2ccco2)o1	-5.2	-14.2
COC(=O)N/N=C(\C)c1ccccc1Br	1.3	-3.5
CCOC(=O)C1CCCN(S(=O)(=O)c2cccc3cccnc23)C1 (stereo unspecified)	3.2	-2.1
CC#CCCCC(=O)Nc1ccccc1C(=O)O	5.2	22.4
CCNS(=O)(=O)c1ccc(C(=O)Nc2ccccc2)cc1	-2.8	13.0
COc1cccc(C2C(C(=O)c3sc(C)nc3C)=C(O)C(=O)N2CCN2CCOCC2)c1OC (stereo unspecified)	-1.3	-1.1
O=C(c1ccccc1)C1CN(c2ccccc2)CC1c1ccc(Cl)cc1 (stereo unspecified)	-20.9	36.2
CC(C)Oc1ccc(C(=O)CCN2CCCCC2)cc1	10.6	-5.8
O=C(CSc1nnc(-c2cccnc2)n1-c1ccccc1)N1CCN(c2ccc(F)cc2)CC1	-4.6	-6.7
CCOC(=O)c1ccc(NC(=O)CSc2nnc(-c3ccncc3)n2C)cc1	-8.1	9.6

(further entries)
molecule	PglD DTNB	Statin myotox sup
CCOC(=O)Cc1csc(NC(NC(=O)OCC)(C(F)(F)F)C(F)(F)F)n1	-0.4	14.0
O=c1cc(CN2CCN(c3ccccc3F)CC2)c2cc3c(cc2o1)CCCC3	-3.6	-22.7
O/N=C1\CCC\C1=C/c1ccco1	-0.3	3.5
N#Cc1c(NC(=O)CCn2cnc3ccccc3c2=O)oc(-c2ccccc2)c1-c1ccccc1	-6.0	-4.8
O=C(CCCOc1ccc(Cl)cc1)N1CCCCCC1	3.5	10.5
CC1(C)CC(=O)C(CC(=O)NC(=O)NCc2ccccc2)=C(O)C1	5.1	1.7
CCOC(CNC(=O)CCc1c(C)nc2nc(C)nn2c1C)OCC	0.6	-19.6
O=C(CCCN1CCC(c2ccccc2)C1)c1ccc2c(c1)OCCO2 (stereo unspecified)	-1.7	-39.5
O=C1/C(=C/c2cccc(F)c2)CSc2sccc21	-0.9	-1.1
Cc1[nH]c(=O)[nH]c(=O)c1S(=O)(=O)N1c2ccc(F)cc2CCC1C (stereo unspecified)	-3.6	-0.4

Other records.
molecule	PglD DTNB	Statin myotox sup
COc1ccc2c(-c3ccc(OCCN4CCCCC4)cc3)c(-c3ccccc3OC)sc2c1	5.3	-19.3
CC(=O)NCCC(=O)Nc1ccc(F)cc1C	6.1	-9.1
COc1ccc(CCNc2nc(-c3ccco3)cc(C(F)(F)F)n2)cc1OC	3.5	12.5
COc1ccc(C)cc1S(=O)(=O)N1CCCC(C(=O)NCC2CCCO2)C1 (stereo unspecified)	7.3	8.8
c1csc(C(c2nnnn2C2CCCCC2)N2CCN(c3nc4ccccc4s3)CC2)c1 (stereo unspecified)	-0.2	-6.6
O=C(c1cccn2c(=O)c3cc(Cl)ccc3nc12)N1CCOCC1	4.5	-30.8
CC(C)N(C(=O)CSc1nnc(-c2cc3ccccc3cc2O)n1Cc1ccco1)C(C)C	-0.2	7.4
COc1ccc(CCNS(=O)(=O)c2ccc3c(c2)CCN3C(=O)C2CC2)cc1OC	-6.3	0.4
O=S(=O)(NCCc1ccccc1)c1cccc(S(=O)(=O)N2CCOCC2)c1	-2.4	-13.3
CCn1nnnc1SCC(=O)c1ccc(NC(C)=O)cc1	-5.8	2.6

Other records
molecule	PglD DTNB	Statin myotox sup
COc1cc2c(cc1NC(=O)CCCN1C(=O)CCC1=O)oc1ccccc12	1.0	-35.8
COCC(=O)Nc1sc2c(c1C(=O)OC)CCCC2	-4.1	4.7
CCn1nc(C(=O)N2CCN(Cc3ccc4c(c3)OCO4)CC2)c2ccccc2c1=O	4.5	-2.4
O=S(=O)(c1ccccc1)c1cccc(S(=O)(=O)N2CCCCC2)c1	-2.7	-0.8
CCOC(=O)c1nnn(-c2nonc2NC(C)=O)c1C	-5.3	-10.1
Cc1ccc(N(CC(=O)Nc2ccc(F)c(Cl)c2)S(=O)(=O)c2c(C)noc2C)cc1	5.4	15.5
Cc1nnc(SCC(=O)NCc2ccc(Cl)cc2)[nH]c1=O	0.3	1.5
COc1ccc2c(c1)[nH]c1c(=O)n(CCN(C)C)cnc12	-3.6	0.8
O=C(CCNS(=O)(=O)c1ccccc1C(F)(F)F)NCc1ccc2c(c1)OCO2	0.2	11.3
CC(C)Oc1ccc(Cn2c(=O)sc3ccccc32)cc1	0.1	10.7

(continued)
molecule	PglD DTNB	Statin myotox sup
CC(C)(C)c1ccc(S(=O)(=O)NCc2ccc(C(=O)N3CCOCC3)cc2)cc1	8.8	-6.1
Cc1ccc(-c2nnn(CC(=O)N(Cc3ccc(F)cc3)C(C(=O)NC3CCCC3)c3ccncc3)n2)o1 (stereo unspecified)	0.4	8.6
CCSc1nnc(CCNC(=O)OC(C)(C)C)o1	4.2	-8.5
COc1nc(-c2ccc(C)cc2)ccc1-c1noc(-c2cccnc2)n1	-0.1	6.8
O=C(Nc1cnc2sccn2c1=O)c1ccccc1Cl	0.6	0.0
CCOC(=O)CNC(=O)C1CCCN(c2ncccn2)C1 (stereo unspecified)	-5.4	9.3
Cc1ccc(Cn2c(=N)n(CC(O)c3ccco3)c3ccccc32)cc1 (stereo unspecified)	1.1	-2.8
O=C(O)C1Nc2c(Cl)cc(Cl)cc2C2C=CCC12 (stereo unspecified)	-1.3	-3.6
CN(c1cccc(NC(=O)c2ccccc2N(C)S(C)(=O)=O)c1)S(C)(=O)=O	-1.1	4.3
Cc1ccc(C(=O)NCc2ccc(Cl)c(Cl)c2)o1	3.9	22.7

Continued.
molecule	PglD DTNB	Statin myotox sup
CCN1C(=O)/C(=C\N2CCN(C)CC2)SC1=S	-5.1	10.3
O=C(c1cc([N+](=O)[O-])ccc1N1CCCCC1)N1CCCCC1	-4.4	3.2
COc1cccc(-n2nnnc2SCC(=O)Nc2nc3c(s2)CCCC3)c1	-3.8	12.8
O=C(c1n[nH]c(=O)c2ccccc12)N1CCN(c2ccc(F)cc2)CC1	-3.0	-1.9
Cc1ccc(-c2[nH]c(=O)n3ccncc23)s1	-18.0	6.1
Cc1cc(N2CCCC2=O)c(N)cc1N	-4.1	3.4
O=C(O)Cc1ccc2c(c1)N(S(=O)(=O)c1cccc(C(F)(F)F)c1)CC(C(=O)O)O2 (stereo unspecified)	-10.3	-6.8
O=C(NCCN1CCOCC1)c1ccc(CS(=O)(=O)Cc2ccccc2F)o1	0.6	-7.7
C=CCNC(=O)CCNS(=O)(=O)c1ccc(Br)cc1	-0.7	-0.8
CCOC(=O)c1c(NC(=O)CSc2nnnn2-c2ccc3c(c2)OCCO3)sc(C)c1C	2.6	19.9

The listing continues:
molecule	PglD DTNB	Statin myotox sup
O=C(COc1ccc2ccccc2c1)N1CCN(C(=O)c2cccnc2)CC1	-4.4	8.7
O=C(NC12CC3CC(CC(C3)C1)C2)C1CC(=O)N(c2ccc(Br)cc2)C1 (stereo unspecified)	-5.2	-7.5
Cc1cc(=O)n(CCC(=O)O)c2ccccc12	-0.9	-2.5
O=C(Nc1cccc(-c2nnc(-c3ccccc3)o2)c1)C1CCCO1 (stereo unspecified)	-0.8	-9.6
CCN(CC)c1ccc(C=Nc2ccccc2)c(O)c1	-4.0	-5.6
O=C(Nc1ccc2c(c1)OCO2)c1nn(-c2ccccc2)c(=O)c2ccccc12	12.2	10.3
COc1cccc(C(=O)Nc2ccc(F)cc2F)c1	-0.5	-10.9
Cc1ccc(C)c(Cn2cnc3c(cnn3C(C)(C)C)c2=O)c1	-2.6	0.9
OCCn1c(SCCOc2ccccc2F)nc2ccccc21	-2.5	-2.6
O=C(CSc1nnc2ccccn12)c1ccc2c(c1)OCCO2	4.0	0.5

Compound activity as filed in PubChem.
